GPR7 antagonist – GPR7 receptor antagonists, primary screen, cell-based, fluorescence, single concentration. Neuropeptides B/W receptor type 1 (Homo sapiens), P48145. GPR7-expressing cells, fluorescence antagonist assay. inhibition, % at 4.4 µM. actives 1.1% (n = 290,000); in the data active = inhibition above about 16%, passing the limit was not always enough;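 note: cells stimulated with the agonist NPW; 0% = agonist with vehicle and 100% = vehicle without agonist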
IDE cell inh – human IDE inhibitors in live cells, primary screen, fluorescence polarization, HEK cells, FAbetaB substrate. Insulin-degrading enzyme (Homo sapiens), P14735. FAbetaB cleavage. inhibition, % at 5.59 µM. actives 0.41% (n = 320,000). AID 434962, 2010;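 active = percent inhibition above the average of all tested compounds plus 3 SD, set per screening campaign, cut at about 16% in these data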;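 note: IDE supplied by intact live HEK cells; FP after avidin binding of uncleaved biotin substrate so inhibition keeps polarization high; 0% = DMSO wells and 100% = 60 µM reference IDE inhibitor Ii1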
Target sequence (P14735 whole entry, looked up): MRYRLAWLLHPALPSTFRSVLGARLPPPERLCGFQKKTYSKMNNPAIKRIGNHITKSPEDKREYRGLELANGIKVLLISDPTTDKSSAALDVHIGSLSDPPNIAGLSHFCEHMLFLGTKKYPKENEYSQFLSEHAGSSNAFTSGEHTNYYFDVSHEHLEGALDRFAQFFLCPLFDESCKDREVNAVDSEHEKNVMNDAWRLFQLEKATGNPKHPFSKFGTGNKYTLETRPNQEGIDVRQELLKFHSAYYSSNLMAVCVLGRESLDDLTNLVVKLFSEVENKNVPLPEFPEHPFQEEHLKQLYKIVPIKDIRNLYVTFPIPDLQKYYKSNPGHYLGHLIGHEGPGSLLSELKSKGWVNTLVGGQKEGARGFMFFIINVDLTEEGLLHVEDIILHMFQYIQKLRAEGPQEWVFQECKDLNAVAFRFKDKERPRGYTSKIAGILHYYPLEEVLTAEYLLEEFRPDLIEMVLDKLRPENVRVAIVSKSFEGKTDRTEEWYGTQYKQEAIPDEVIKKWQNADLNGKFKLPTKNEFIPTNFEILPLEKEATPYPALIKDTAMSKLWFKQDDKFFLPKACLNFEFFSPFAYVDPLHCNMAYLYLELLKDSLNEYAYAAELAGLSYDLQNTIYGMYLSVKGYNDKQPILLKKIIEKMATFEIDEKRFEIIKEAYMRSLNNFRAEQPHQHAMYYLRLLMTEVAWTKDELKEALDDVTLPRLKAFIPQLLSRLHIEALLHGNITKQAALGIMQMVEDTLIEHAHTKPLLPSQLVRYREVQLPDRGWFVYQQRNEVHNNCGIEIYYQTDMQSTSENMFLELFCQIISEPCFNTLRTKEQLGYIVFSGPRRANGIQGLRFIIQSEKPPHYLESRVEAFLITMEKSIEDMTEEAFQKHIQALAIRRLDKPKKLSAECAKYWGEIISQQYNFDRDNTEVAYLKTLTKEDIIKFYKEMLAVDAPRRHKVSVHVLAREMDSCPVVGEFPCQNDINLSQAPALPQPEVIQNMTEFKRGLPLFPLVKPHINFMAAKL
PHOSPHO1 inh – PubChem AID 1565; Phosphoethanolamine/phosphocholine phosphatase (Homo sapiens), Q8TCT1; recombinant PHOSPHO1, absorbance phosphatase assay; actives 1.1% (n = 290,000); inhibition, % at 13.3 µM; in the data active = inhibition above about 60%
p-CIP stab down – p/CIP-EGFP fusion destabilizers, primary screen, fluorescence, F442A cells. Q05BA5. 16 h. decrease of EGFP signal, % at 10 µM. actives 0.01% (n = 290,000). AID 1984, 2009;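 active = EGFP signal decrease of at least 30% at 10 µM or well 3 SD below plate mean, unless failing retest; inactive = the rest, including hits failing retest or dose response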; note: some compounds called inactive have numbers as strong as hits; many of its hits are not listed in these tables
VIM-2 inh – VIM-2 metallo-beta-lactamase inhibitors, primary screen, biochemical, epi-absorbance readout, Pseudomonas aeruginosa enzyme | purified VIM-2, nitrocefin hydrolysis, epi-absorbance fluorescence | inhibition, % at 5.6 µM | actives 0.89% (n = 290,000) | AID 1527, 2009;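 active = inhibition above the mean of all tested compounds plus 3 SD, cutoff set per screening run, cut at about 7.5% in these data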;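 note: red hydrolysis product quenches plate fluorescence so inhibitors raise well fluorescence; 0% = enzyme with DMSO and 100% = DMSO without enzyme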
IMP-1 inh – IMP-1 metallo-beta-lactamase inhibitors, primary screen, biochemical, epi-absorbance readout, Pseudomonas aeruginosa enzyme; AID 1556, 2009; metallo-beta-lactamase IMP-1 (Pseudomonas aeruginosa); actives 0.45% (n = 290,000); purified IMP-1, nitrocefin hydrolysis, epi-absorbance fluorescence; inhibition, % at 5.6 µM;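 active = inhibition above the mean plus 3 SD of all compounds in the same screening run, cut at about 4.5% in these data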;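 note: 0% = IMP-1 with DMSO and 100% = DMSO wells lacking enzyme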
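Test system: recombinant IMP-1 enzyme, purified / Medium: HEPES buffer pH 7.1 with ZnSO4 and Brij 35 / Doses: single dose, 5.6 µM / Times: 25 °C, 15 min preincubation, 25 min reaction / Detection: Epi-absorbance via hydrolysed-nitrocefin quenching of white-plate fluorescence, 480/530 nm, EDTA stop / Evaluation: percent inhibition from optical density relative to buffer-blank wells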
M18AAP inhibitor – PfM18AAP inhibitors, malaria aminopeptidase, primary screen, biochemical, QFRET, recombinant enzyme; M18 aspartyl aminopeptidase (Plasmodium falciparum 3D7); H-Glu-NHMec fluorogenic cleavage; inhibition, % at 7.35 µM; actives 1.2% (n = 290,000);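 active = inhibition above the campaign mean inhibition over all tested compounds plus 3 SD, cut at about 28% in these data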;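 note: 0% = plate median of test compound wells and 100% = 2 mM ZnCl2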
IDE act – human IDE activators in live cells, primary screen, fluorescence polarization, HEK cells, FAbeta-B substrate | FAbeta-B cleavage; 0% vehicle, 100% cell-free pure enzyme wells | activation, % at 5.96 µM | actives 0.073% (n = 340,000);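 active = activation above the mean of all tested compounds plus 3 SD, set per screening campaign, cut at about 17% in these data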
NALP1 yeast inh – NALP1 inflammasome inhibitors in reconstituted yeast, colorimetric, S. cerevisiae, triplicate retest; S. cerevisiae NALP1/ASC/caspase-1 growth, X-gal OD620, 72 h; inhibition, % at 10 µM; actives 0.61% (n = 280,000); AID 2071, 2009; in the data active = inhibition mostly above about 24%, no sharp cut-off; inactive = mostly below about 32%; note: some compounds called inactive have numbers as strong as hits
Starred values were filed as active, the others as inactive; x = not tested or not shown.

Results follow in this order: GPR7 antagonist, IDE cell inh, PHOSPHO1 inh, p-CIP stab down, VIM-2 inh, IMP-1 inh, M18AAP inhibitor, IDE act, NALP1 yeast inh
Cc1ccc(CNC(=O)CCSCc2ccccc2C)cc1
    10, -1, 34, -2, -0.8, -1.6, -2, -2, -42
CCOc1ccccc1NC(=O)CN1C(=O)C(C)SC(C)C1=O (configuration not stated)
    4, 5, 28, 2, -4.8, -5.3, -3, 8, -12
COCCCn1c(=N)c(C(=O)NCC2CCCO2)cc2c(=O)n3ccccc3nc21 (configuration not stated)
    -2, -1, 19, 1, 0.9, -2.3, 3, 0, 22
CC(=NCCCn1ccnc1)c1c(O)n(Cc2ccccc2)c(=O)[nH]c1=O
    -5, -2, 41, -2, -0.2, -2.2, 1, 4, 8
Cc1noc(NS(=O)(=O)c2ccc(NC(=O)CC34CC5CC(CC(Br)(C5)C3)C4)cc2)c1C
    -7, 6, -61, -12, 0.9, -0.6, -11, 3, -3
Cc1cc(=O)[nH]c2c1c(=O)[nH]n2C1CC(C)N(C)CC1C (configuration not stated)
    -9, 0, 7, -14, -3.5, -2.2, 1, 9, 7
CCCCCNc1nc(N2CCCC2)c2c(c1C#N)CCN(C)C2
    3, 2, 16, -18, 6.6, -1.4, 5, -2, 16
Cc1ccc(S(=O)(=O)NCCC(=O)Nc2ccc3c(c2)OCO3)cc1
    -3, -6, 13, -6, 0.6, -2.9, -7, 5, 9
Cc1ccc(S(=O)(=O)NCC(=O)N(CC(=O)NCC2CCCO2)Cc2ccc(Cl)cc2)cc1 (configuration not stated)
    10, 4, 43, -10, 0.1, -1.6, 6, 3, -7
Cc1noc(C)c1C(=O)OCC(=O)Nc1ccc(C(N)=O)cc1
    -8, -4, 36, 6, -1.6, -1.9, -3, 7, 9
COc1ccc(NC(=O)c2cc(-c3ccco3)nc3ccccc23)cc1S(=O)(=O)N1CCOCC1
    -6, 0, 7, -7, 0.1, -0.4, -5, 0, 15
COc1cc2c(c(OC)c1OC)CC(=O)N(C)CC2
    -14, -2, -11, -7, -6.7, -2.4, 6, 5, 35
O=C(CSCSCC(=O)Nc1ccc2c(c1)OCO2)Nc1ccc2c(c1)OCO2
    6, 6, 1, 12, -0.3, -0.3, -8, 0, -9
CC(=O)Nc1cccc(NC(=O)c2cc(C)on2)c1
    -20, -2, 3, -5, -2.2, -2.1, -4, -4, 2
COc1cc(C#Cc2c(-c3ccccc3)n(C)c3ccccc23)cc(OC)c1
    -10, 2, 4, -8, 3.2, 0.2, -4, 1, -1
COC(=O)C1C/C(=N\NS(=O)(=O)c2ccc(C)cc2)c2sccc2C1 (configuration not stated)
    -7, -2, 6, -7, -4.8, -2.5, 4, 0, 23
O=C1c2ccccc2C(=O)N1CCc1c[nH]c2ccccc12
    0, -3, 26, -9, 3.4, -2.3, -4, 5, 6
CCC(C)NC(=O)CN(c1cc(Cl)cc(Cl)c1)S(C)(=O)=O (configuration not stated)
    -1, -4, 24, -7, -4.8, -3.9, 9, -2, 1
O=C(CSc1nc2c(sc3ccccc32)c(=O)n1CCCN1CCOCC1)NC1CCCC1
    0, 0, 9, -1, -2.0, -1.6, -1, 3, 4
O=C(Nc1ccccc1C(F)(F)F)Nc1cccc2ccccc12
    -4, 3, 15, -1, -0.5, -1.8, -5, -2, 7
COc1ccccc1/C=C/C(=O)Nc1ccc(S(=O)(=O)Nc2cc(C)on2)cc1
    -15, -2, 42, -2, -3.2, -2.7, -1, 2, 2
O=C(O)c1ccccc1N=Cc1c(O)n(-c2nccs2)c(=O)c2ccccc12
    -11, 0, -21, -4, -3.1, -3.7, 7, 5, -9
CCOCCCN(C(=O)CCC(=O)Nc1cc(C)on1)C(C(=O)NC(C)(C)CC)c1cccc(OC)c1OC (configuration not stated)
    -4, -4, 16, -17, -0.3, -2.6, -8, -3, 5
NC(=O)c1nsc(C(=O)N(Cc2ccccc2Cl)C(C(=O)NCC2CCCO2)c2ccc(O)cc2)c1N (configuration not stated)
    -13, x, 27, 0, -0.1, -1.7, -3, 1, 32
Cc1ccc(C(=O)OCC(=O)c2c[nH]c3ccccc23)cc1S(=O)(=O)N1CCCCC1
    -14, 1, 0, -11, -0.6, -2.8, -2, 4, 20
COc1cccc(CNC(=O)C2CCN(c3cnccn3)CC2)c1
    -1, 4, -19, 21, -0.3, -0.1, -3, 7, 0
CC(C)NC(=O)CSc1nnc(-c2ccncc2)n1-c1ccccc1
    -6, -3, 30, -8, -1.0, -2.1, 27, 4, 9
CCCNC(=O)c1ccc(COc2cccc3ccccc23)o1
    -4, 3, 29, -1, -0.2, -3.9, 3, -3, 4
COc1ccc(Nc2nc3ccc(C)cc3cc2C#N)c(OC)c1
    -14, 2, -21, -13, -1.9, -1.9, -9, 2, 3
COc1ccc(-c2noc(CCC(=O)N3CCN(c4cccc(C(F)(F)F)c4)CC3)n2)cc1
    -11, -1, -4, 1, -2.0, -2.1, 3, -1, -28

Reprinted at random: seven records from the list
Results follow in this order: GPR7 antagonist, IDE cell inh, PHOSPHO1 inh, p-CIP stab down, VIM-2 inh, IMP-1 inh, M18AAP inhibitor, IDE act, NALP1 yeast inh
COc1ccc(-c2noc(CCC(=O)N3CCN(c4cccc(C(F)(F)F)c4)CC3)n2)cc1
    -11, -1, -4, 1, -2.0, -2.1, 3, -1, -28
COc1cccc(CNC(=O)C2CCN(c3cnccn3)CC2)c1
    -1, 4, -19, 21, -0.3, -0.1, -3, 7, 0
COc1ccc(Nc2nc3ccc(C)cc3cc2C#N)c(OC)c1
    -14, 2, -21, -13, -1.9, -1.9, -9, 2, 3
O=C(O)c1ccccc1N=Cc1c(O)n(-c2nccs2)c(=O)c2ccccc12
    -11, 0, -21, -4, -3.1, -3.7, 7, 5, -9
COc1ccccc1/C=C/C(=O)Nc1ccc(S(=O)(=O)Nc2cc(C)on2)cc1
    -15, -2, 42, -2, -3.2, -2.7, -1, 2, 2
CCCNC(=O)c1ccc(COc2cccc3ccccc23)o1
    -4, 3, 29, -1, -0.2, -3.9, 3, -3, 4
Cc1ccc(C(=O)OCC(=O)c2c[nH]c3ccccc23)cc1S(=O)(=O)N1CCCCC1
    -14, 1, 0, -11, -0.6, -2.8, -2, 4, 20

New compounds follow:
Results follow in this order: GPR7 antagonist, IDE cell inh, PHOSPHO1 inh, p-CIP stab down, VIM-2 inh, IMP-1 inh, M18AAP inhibitor, IDE act, NALP1 yeast inh
O=C(O)c1ccccc1Nc1cccc(C(F)(F)F)c1
    -7, 1, 4, -1, 0.1, 0.0, 15, 7, 14
O=c1oc(-c2ccccc2)nc2sc3c(c12)CCCC3
    -5, 0, 4, -22, -1.9, -5.1, -5, 11, 14
O=C(Nc1ccccn1)Nc1cccs1
    -1, 2, 29, 6, 0.3, -0.9, -8, 1, -1
C=CCNC(=S)NNC(=O)C(CCCC)CC(C)(C)O (configuration not stated)
    -4, 1, 5, -4, -3.0, 0.2, 9, 3, -11
COc1ccc(C(=O)O)cc1S(=O)(=O)NC(C)C
    -2, 1, 12, -7, -2.1, -0.8, 4, 4, 17
O=C(Nc1cccc(-c2cccc(Cl)c2)c1)C1CCN(C2CCC2)CC1
    20, -4, 29, 6, 1.6, -0.3, 0, 4, 36
CC1Cc2cc(/C(O)=C3/C(=O)C(=O)N(CCCn4ccnc4)C3c3ccco3)ccc2O1 (configuration not stated)
    -8, 4, 14, -4, -3.7, -5.5, 5, 4, -1
CCN(CC)S(=O)(=O)c1cccc2cc(C(=O)O)c(O)cc12
    0, -1, 7, 7, -1.3, -1.5, 2, 2, 0
COc1cc(CNCc2ccc3c(c2)OCO3)c([N+](=O)[O-])cc1OC
    -4, 7, -1, -8, -0.8, -3.7, 13, 0, 2
C/C(=N/NC(=O)c1cccnc1)C1=C(O)CC(C)(C)CC1=O
    -2, -1, -23, 5, -2.9, -0.9, 5, 9, 23
Cc1cc(C)c(S(=O)(=O)N2CCC(C(=O)NCc3ccc(Cl)cc3Cl)CC2)c(C)c1
    0, -2, -2, -4, -1.7, -3.6, -7, 3, 4
O=C(Oc1ccc([N+](=O)[O-])cc1)c1ccc(Cl)c(S(=O)(=O)N2CCCCC2)c1
    1, -15, 3, -9, 1.2, 0.4, -1, x, -5
O=C(c1c[nH]c2ccccc12)N1CCN(c2ccccc2)CC1
    -1, 3, 53, 13, -1.0, -1.8, -2, 2, 19
Cc1ccc(-c2csnn2)cc1
    -1, -2, 42, -3, -1.4, -2.0, 0, 0, 3
O=C(COc1ccccc1)NC(=S)Nc1ccc2c3c(cccc13)CC2
    1, -4, 33, 2, -0.9, -4.2, -3, 7, -12
CCOC(=O)c1[nH]c(C)c(C(=O)OCC)c1C
    -10, 4, -3, -10, 1.8, -1.3, -13, 1, 3
OCCC1CN(Cc2c(F)cccc2Cl)CCN1C1CCCC1 (configuration not stated)
    -12, 0, 2, 5, -2.2, -1.0, 5, 4, 6
N=C1CCCN1CC(=O)c1ccc(Br)cc1
    -7, -1, 11, 1, -1.2, -0.8, -5, 1, 26
CC(=O)Nc1ccc(NC2=C/C(=N/S(=O)(=O)c3cccs3)c3ccccc3C2=O)cc1
    -15, -3, 48, 5, -2.3, -3.2, -8, x, 10
CCOC(=O)c1cnc2c(F)ccc(F)c2c1Sc1ccccc1
    -13, -6, 20, 1, -3.4, -2.2, 2, 5, 1
COc1ccccc1-n1c(-c2ccccc2)c[nH]c1=S
    -4, x, 37, -16, -0.2, -1.9, 9, -1, 1
